Screening results from PubChem.
EPAC2 antag = qHTS for Antagonist of cAMP-regulated guanine nucleotide exchange factor 2 (EPAC2): primary screen; 360,000 tested, 0.18% active; Rap guanine nucleotide exchange factor 4 (Homo sapiens), Q8WZA2; AID 720708, 2013; EPAC2 GEF exchange of Rap1B-BODIPY-GDP, fluorescence; Potency, µM (series often up to 114 µM), inactives show at the highest dose activity, negative = inhibition, most hits filed as inhibitors; also: % is scaled to controls: 0 for no effect and ±100 for the full control effect; nearly all actives have a fitted effect of over 45% in size; many of its hits are not listed in these tables
Target sequence (Q8WZA2 whole entry, looked up): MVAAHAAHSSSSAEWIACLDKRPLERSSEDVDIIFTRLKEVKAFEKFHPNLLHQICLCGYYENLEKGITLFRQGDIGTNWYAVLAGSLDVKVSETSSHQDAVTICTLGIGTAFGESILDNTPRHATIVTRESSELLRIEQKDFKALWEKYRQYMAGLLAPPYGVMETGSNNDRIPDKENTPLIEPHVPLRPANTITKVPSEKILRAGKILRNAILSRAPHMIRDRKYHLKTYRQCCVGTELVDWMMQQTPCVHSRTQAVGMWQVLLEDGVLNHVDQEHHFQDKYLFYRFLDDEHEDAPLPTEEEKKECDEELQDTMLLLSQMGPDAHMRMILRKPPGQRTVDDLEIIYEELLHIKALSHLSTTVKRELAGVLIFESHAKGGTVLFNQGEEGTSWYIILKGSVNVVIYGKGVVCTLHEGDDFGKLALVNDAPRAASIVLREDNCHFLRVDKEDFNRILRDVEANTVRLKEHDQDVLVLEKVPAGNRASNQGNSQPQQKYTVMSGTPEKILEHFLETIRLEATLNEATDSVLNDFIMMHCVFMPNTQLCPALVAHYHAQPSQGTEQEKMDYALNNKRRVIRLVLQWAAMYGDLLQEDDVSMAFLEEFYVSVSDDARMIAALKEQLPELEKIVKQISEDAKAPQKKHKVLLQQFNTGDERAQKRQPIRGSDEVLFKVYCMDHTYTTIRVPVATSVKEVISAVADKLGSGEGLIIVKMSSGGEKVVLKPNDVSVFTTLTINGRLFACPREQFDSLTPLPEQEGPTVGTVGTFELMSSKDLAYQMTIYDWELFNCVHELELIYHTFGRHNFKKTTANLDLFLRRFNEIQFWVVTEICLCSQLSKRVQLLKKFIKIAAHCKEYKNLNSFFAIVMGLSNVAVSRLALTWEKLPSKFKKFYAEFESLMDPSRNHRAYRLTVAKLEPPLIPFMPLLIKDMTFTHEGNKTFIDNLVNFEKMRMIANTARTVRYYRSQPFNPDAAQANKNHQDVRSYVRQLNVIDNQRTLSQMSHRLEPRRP
ATXN viability = Viability Counterscreen for Primary qHTS for Inhibitors of ATXN expression; S2 cells (HEK-293 line with an ATXN2-luciferase reporter) viability, CellTiter-Fluor protease fluorescence, 24 h; Potency, µM (doses to about 56.7 µM), usual class: cytotoxic; 400,000 tested, 0.49% active; AID 651635, 2014; also: nearly all actives have a fitted effect of over 40% in size
HepG2 tox = qHTS for Inhibitors of TGF-b: Cytotox Counterscreen; HepG2 CAGA-GFP viability, ATP luminescence, 18 h; Potency, µM (top dose mostly 46.1 µM), inactives show at the top dose activity change, negative = cytotoxicity, hits mostly cytotoxic; 410,000 tested, 0.76% active; AID 588856, 2011; also: some results filed as inactive show a strong effect at the top dose
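CellTiter-Glo luminescence gave cytotoxicity after 18 hours at 37 degrees C. The cells were HepG2 CAGA-GFP in 1% FBS DMEM, stimulated with 500 pg/mL TGF-beta after compound addition. %Activity was normalised to no-cell wells (complete cell-killing) and DMSO (no toxicity), and curves were fitted and classified.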
ATXN2 expr inh = Primary qHTS for Inhibitors of ATXN expression; HEK-293 ATXN2-luciferase reporter, luminescence, 24 h; Potency, µM (series often up to 57 µM), without a hit: at the highest dose activity change, negative = inhibition, hits mostly inhibitors; 360,000 tested, 0.72% active; also: % is scaled to controls: 0 for no effect and ±100 for the full control effect; nearly all actives have a fitted effect of over 55% in size
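ATXN2-luciferase reporter cells (luciferase flanked by upstream and downstream ATXN2 gene portions) were treated 24 h at 37 °C with compounds at up to 57 uM. SteadyGlo luminescence gave expression; GF-AFC fluorescence gave viability.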
TGFb inhibitor = qHTS for Inhibitors of TGF-b; HepG2 CAGA-GFP TGF-b/SMAD3 reporter, GFP fluorescence, 18 h; TGF-beta stimulated, 500 pg/mL final; Potency, µM (top dose mostly 46.1 µM), for inactives: at the top dose activity, negative = inhibition, actives largely listed as inhibitors; 410,000 tested, 1.2% active; AID 588855, 2011; also: % is scaled to controls: 0 for no effect and ±100 for the full control effect; nearly all actives have a fitted effect of over 65% in size
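TGF-beta reporter screen: HEPG2 CAGA-GFP, 1% FBS, 500 pg/mL TGF-beta final, 18 h; per-cell GFP summed per well; curves fitted and categorized by class.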
MCF10A rereplic = A quantitative high throughput screen for small molecules that induce DNA re-replication in MCF 10a normal breast cells; MCF 10A DNA re-replication, Hoechst nuclear intensity, 48 h; Potency, µM (top dose mostly 46.1 µM), for inactives: top-dose activity, positive = re-replication, most hits filed as activators; 350,000 tested, 2.9% active; AID 624296, 2012; also: % of control where 0% means no effect; nearly all actives have a fitted effect of over 50% in size
Nrf2 activator = qHTS of Nrf2 Activators; AREc32 ARE-luciferase reporter (MCF7-derived line), luminescence, 24 h; Potency, µM (titrated, usually from 46.1 µM), for inactives: top-dose activation, hits mostly activators; 410,000 tested, 0.31% active; also: % of control where 0% means no effect; nearly all actives have a fitted effect of over 65% in size
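AREc32_Fluc, 1000 cells/well, OPTI-MEM + 5% FBS, o/n 37 deg C 5% CO2; 23 nL cpd by pin tool, 24 hr; Steady-Glo 30 min RT, luminescence.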
A549 tox = Nrf2 qHTS screen for inhibitors: counterscreen for cytotoxicity; Potency, µM (series often up to 46 µM), inactives show top-dose activity change, negative = cytotoxicity, most hits filed as inhibitors; A549 ARE-Fluc cells, CellTiter-Fluor viability, 18-24 h; 390,000 tested, 0.16% active; AID 504648, 2011; also: % is scaled to controls: 0 for no effect and ±100 for the full control effect
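Cytotoxicity counterscreen: CellTiter-Fluor fluorescence was measured in A549 ARE_Fluc cells after 18-24 h of compound exposure in a concentration series. The subsequent BugLite luminescent read reports ARE-luciferase activity.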
Nrf2 inh = Nrf2 qHTS screen for inhibitors; A549 ARE-Fluc reporter, luciferase luminescence, 18-24 h; Potency, µM (doses to about 46 µM), inactives show at the top dose activity change, negative = inhibition, hits mostly inhibitors; 360,000 tested, 2.1% active; also: % is scaled to controls: 0 for no effect and ±100 for the full control effect; nearly all actives have a fitted effect of over 60% in size
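A549 ARE_Fluc cells (5000/well, 5% FBS OPTI-MEM) pre-incubated 2 h, then treated with compounds 18-24 h at 37C/5% CO2 in concentration-response. CellTiter-Fluor viability read first; BugLite luciferase luminescence after 15 min at room temperature gives Nrf2 activity.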
Starred values were filed as active, the others as inactive; i = inactive; ? = inconclusive; nt = no result given; & = joins results of further samples; [ ] = remark or other dose. Calls follow the shape of the dose curve; as a rule, active = well fitted curve in the direction sought with a large enough effect; inconclusive = small, poorly fitted or top-dose-only effect, or another doubt; inactive = no such curve, though single readings can be large; an effect the other way counts as inactive or inconclusive. Potency is read from the fitted curve at half-maximal effect.

A first look:
SMILES	EPAC2 antag	ATXN viability	HepG2 tox	ATXN2 expr inh	TGFb inhibitor	MCF10A rereplic	Nrf2 activator	A549 tox	Nrf2 inh
COc1ccc2cc(C#N)c(Cl)nc2c1	-12%	i	16%	-19%[11.3 µM]	-10%	?	-0.5%	3%	-7%
COC(=O)c1cc2c(C)nn(-c3ccccc3)c2s1	-5%	i	-2%	8%	13%	3%	?	9%	nt
CCc1ccc(CN/C=C/C(=O)c2ccc(Br)cc2)cc1	-4%	i	4%	3%	?	0%	0.5%	-6%	14%
Cc1ccccc1N1CCN(CC(=O)NCc2ccc(Cl)cc2)CC1	-2%	?	-9%	0%	-2%	15%	0.5%	-2%	-1%

The list itself, previewed entries included:
SMILES	EPAC2 antag	ATXN viability	HepG2 tox	ATXN2 expr inh	TGFb inhibitor	MCF10A rereplic	Nrf2 activator	A549 tox	Nrf2 inh
COc1ccc2cc(C#N)c(Cl)nc2c1	-12%	i	16%	-19%[11.3 µM]	-10%	?	-0.5%	3%	-7%
COC(=O)c1cc2c(C)nn(-c3ccccc3)c2s1	-5%	i	-2%	8%	13%	3%	?	9%	nt
CCc1ccc(CN/C=C/C(=O)c2ccc(Br)cc2)cc1	-4%	i	4%	3%	?	0%	0.5%	-6%	14%
Cc1ccccc1N1CCN(CC(=O)NCc2ccc(Cl)cc2)CC1	-2%	?	-9%	0%	-2%	15%	0.5%	-2%	-1%
CCOC(=O)COc1ccc2nsnc2c1Cl	-8%	i	-5%	54%[activator]	-1%	18%	-0.2%	15%	nt
CCOc1cc(S(=O)(=O)Nc2cc(C)cc(C)c2)ccc1Cl	-20%	?	-101%	?	22µM*	?	0.0%	-13%	?
Cc1ccc(-n2nc3c(N4CCC(C(=O)N5CCC(C(N)=O)CC5)CC4)nnc(C)c3c2C)cc1	5%	i	7%	nt	7%	-3%	0.4%	-2%	-1%
COc1ccc(S(=O)(=O)Nc2ccc(O)c(Sc3ncn[nH]3)c2)cc1	7%	i	0%	6%	1%	-7%	-0.3%	3%	4%
COc1ccc(CCN2CC(C(=O)NCc3cccc(F)c3)CCC2=O)cc1 (configuration not stated)	19%	i	1%	nt	-2%	nt	-0.1%	nt	nt
CSc1nnc(SCC(=O)N(C)c2c(N)n(Cc3ccccc3)c(=O)[nH]c2=O)s1	2%	?	-9%	-2%	-16%	2%	0.0%	-5%	3%
CC(C(=O)Nc1ncccn1)(c1ccccc1)c1ccccc1	5%	i	-4%	?	-5%	-4%	-0.2%	4%	-8%
Cc1ccc(-n2ncc3c2CC(C)(C)CC3NC(=O)CN2CCCC2=O)cc1 (configuration not stated)	5%	i	-7%	-8%	-9%	2%	-0.4%	-1%	-17%
CCOC(=O)N1CCN(c2nc(-c3ccc(Cl)cc3)cs2)CC1	-3%	i	-24%	3%	?	?	4.7%	-1%	-22%
Cc1nc2ccc(NC(=O)c3cccs3)cc2s1	-4%	i	-13%	28%	-10%	4%	?	2%	24%
COc1cccc(C(C)NC(=S)NCc2ccc(Cl)cc2)c1 (configuration not stated)	-2%	i	5%	-14%	25%	-2%	-0.1%	2%	-13%
O=S(=O)(c1ccc(SCCO)nc1)N1CCOCC1	0%	i	-16%	nt	-1%	-1%	0.0%	-8%	-11%
CCOc1ccc(NCC2CCOC(C)(C)C2)cc1 (configuration not stated)	-7%	i	1%	7%	-19%	1%	-0.3%	-2%	nt
Cc1ccccc1NC(=O)Cn1nc(-c2ccc(Cl)s2)ccc1=O	0%	i	-3%	5%	-1%	13%	0.4%	0%	-14%
CCN1CCn2c3c(c4cc(Cl)ccc42)CCCC31 (configuration not stated)	-6%	i	-18%	-17%	19%	-5%	3.9%	2%	-24%
COc1ccc(CNC(=O)C2=CC(c3ccc(OC)c(OC)c3)=NS(=O)(=O)N2C)cc1	8%	i	-35%&-5%	1%&3%	-22%&-25%	1%	0.3%&2.9%	-12%&0%	-3%&4%
C/C(=N\Nc1nc(C)cc(C)n1)c1ccc(C)o1	2%	i	-13%	-4%	9%	-2%	-0.4%	-1%	-11%
CCC(CC)C(=O)OCC(=O)C1(O)CCC2C3CCC4=CC(=O)CCC4(C)C3C(O)CC21C (configuration not stated)	-16%	?	4%	-8%	12%	0%	0.5%	-5%	0.33µM*
CCOC(=O)c1c(NC(=O)COc2ccccc2F)sc2c1CCCC2	nt	i	8%	9%	1%	nt	2.6%	0%	-14%
C1CN(c2nc3nonc3nc2N2C[C@H]3CC[C@H]2C3)CCS1	0%	i	0%	-1%	3%	-2%	-0.4%	0%	-10%

3 entries from above, sorted by the number in TGFb inhibitor, largest number first:
Structure | TGFb inhibitor
CCOC(=O)c1c(NC(=O)COc2ccccc2F)sc2c1CCCC2 | 1%
Cc1ccccc1N1CCN(CC(=O)NCc2ccc(Cl)cc2)CC1 | -2%
Cc1nc2ccc(NC(=O)c3cccs3)cc2s1 | -10%

Fetched by compound from above (four):
SMILES	EPAC2 antag	ATXN viability	HepG2 tox	ATXN2 expr inh	TGFb inhibitor	MCF10A rereplic	Nrf2 activator	A549 tox	Nrf2 inh
Cc1ccccc1NC(=O)Cn1nc(-c2ccc(Cl)s2)ccc1=O	0%	i	-3%	5%	-1%	13%	0.4%	0%	-14%
CCC(CC)C(=O)OCC(=O)C1(O)CCC2C3CCC4=CC(=O)CCC4(C)C3C(O)CC21C (configuration not stated)	-16%	?	4%	-8%	12%	0%	0.5%	-5%	0.33µM*
Cc1ccccc1N1CCN(CC(=O)NCc2ccc(Cl)cc2)CC1	-2%	?	-9%	0%	-2%	15%	0.5%	-2%	-1%
COC(=O)c1cc2c(C)nn(-c3ccccc3)c2s1	-5%	i	-2%	8%	13%	3%	?	9%	nt

Not all compounds are listed, so the mix of outcomes need not match the whole.
